Compound activity: PubChem BioAssay, Broad Institute
miR122 inh = inhibitors of miR-122 in Huh7 cells; hit rate 0.3% among 340,000; activation (reporter increase), % at 12.5 µM; Huh7 miR-122 Renilla luciferase sensor, 48 h; neutral wells = 0, positive control = 100; AID 602342;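 active = mean replicate activation score at least 90 and every replicate individually at or above 90; inconclusive = only one of the two criteria met; inactive = neither criterion met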;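 note: higher luciferase means less miR-122 activity so hits act as miR-122 inhibitors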
PglD DTNB = PglD (C. jejuni) enzyme inhibition | purified PglD enzyme, DTNB colorimetric CoA detection | inhibition, % at 12.5 µM | hit rate 0.098% among 360,000; in the data active = inhibition above about 16%, passing the limit was not always enough; inconclusive = no clear call, values can overlap the other calls; note: strong numbers were not always called active
Cneo AK release = causes C. neoformans cell lysis; adenylate kinase release luminescence, 4 h; normalised: neutral wells 0, clomiphene wells 100; lysis activity, % at 15 µM; hit rate 0.2% among 360,000; AID 651654;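 active = mean lysis activity across replicates of at least 80%, whatever share of replicates individually reach that level; inactive = mean lysis activity below 80%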
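Material: C. neoformans cells; Schedule: 4 h static compound exposure, 37 °C, read 1 h post-reagent; Measured by: adenylate kinase release luminescence; Read-out: signal increase indicating cell lysis; Controls: Clomiphene as positive lysis control.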
PGC1a acetyl inh = modulators of PGC1a acetylation; hit rate 0.17% among 350,000; AID 651687; U2OS PGC1a acetylation, AlphaScreen anti-acetyl-lysine; with virally co-expressed GCN5 acetyltransferase; inhibition, % at 15.6 µM;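 active = every replicate shows inhibition of at least 40%; inconclusive = mean inhibition at least 40% but some replicate below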;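 note: 0% = neutral control wells and 100% = positive control wells; some results beyond the cut were filed as inactive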
FN deposition inh = fibronectin deposition inhibition | AH1F fibroblasts, Alexa488-fibronectin deposition fluorescence, overnight | inhibition, % at 12.6 µM | hit rate 0.086% among 350,000 | AID 743247;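 active = mean inhibition across replicates of 30% or more, regardless of how many single replicates reach that level; inconclusive = mean under 30% yet at least half of replicates reach 30%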;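 note: positive control wells lacked labelled fibronectin entirely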
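Material – AH1F fibroblast monolayer, labelled fibronectin deposition · Reagent – labelled fibronectin 24 nM · Timing – 1 h adhesion, overnight exposure · Measured by – fluorescence at 485 nm excitation, 525 nm emission · Read-out – inhibition of fibronectin deposition signal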
F508del corr = correctors of CFTR F508del function in bronchial epithelial cells; CFBE cells, YFP halide quenching; stimulated with forskolin plus potentiator P3; % fluorescence drop versus neutral controls; AID 720511; hit rate 0.36% among 350,000; activity (quench increase), % at 7.58 µM;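 active = mean added fluorescence quench of at least 8% versus neutral control, with both replicates also reaching 8%; inconclusive = only one of the mean or replicate conditions met; inactive = mean below 8% and not both replicates reaching 8%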;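 note: cells transiently co-express mutant CFTR-F508del with the halide-sensitive YFP; corrector assay measuring rescue of mutant channel to the surface after 24 h compound exposure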
INS-1E GSIS act = primary screen for activators of insulin secretion dependent on glucose, INS-1E cells, GLuc reporter luminescence. INS-1E GLuc reporter insulin secretion, 2-3 h. activation, % at 16.6 µM. hit rate 0.61% among 370,000;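 active = lowest replicate activation of at least 40%, so every replicate reaches that level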;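 note: 0% = median of neutral control wells and 100% = median of IBMX positive control wells; some compounds called inactive have numbers as strong as hits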
C2C12 statin = protects C2C12 myotubes from simvastatin toxicity | hit rate 0.78% among 330,000 | AID 602340 | rescue of ATP level, % at 7.49 µM | ATP luminescence, 48 h; scaled: DMSO 0, geranylgeraniol control 100;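 active = mean ATP rescue above about 67%, or every replicate alone reaching that limit, limit read from the data, passing the limit was not always enough; inconclusive = no clear call, values can overlap the other calls; inactive = mean under the limit and some replicate under it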;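 note: myotubes were challenged with 10 µM simvastatin during compound exposure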
Active calls of the source: *; & = joins results of further samples; [ ] = another dose, or the depositor's remark.

How did C=CCn1c(SCC(=O)/C(C#N)=C(\C)N)nnc1C1CCCCC1 do in these assays?
PglD DTNB: 0; Cneo AK release: 2; PGC1a acetyl inh: 6; INS-1E GSIS act: 0; C2C12 statin: -11

Results for COc1ccc(NC(=O)N(C)C[C@H]2Oc3ccc(NC(=O)C4CC4)cc3CC(=O)N([C@H](C)CO)C[C@@H]2C)cc1 ?
miR122 inh: -5[16.7 µM]; PglD DTNB: -4; Cneo AK release: 3; PGC1a acetyl inh: 14; F508del corr: -3.5; INS-1E GSIS act: 23; C2C12 statin: -1

How did Cc1ccc(S(=O)(=O)Nc2ccc3c(c2)C(=O)N([C@H](C)CO)C[C@H](C)[C@@H](CN(C)C(=O)NC2CCCCC2)O3)cc1 do in these assays?
miR122 inh: -8[16.7 µM]; PglD DTNB: 1; Cneo AK release: 0; PGC1a acetyl inh: 3; F508del corr: -3.7; INS-1E GSIS act: -13; C2C12 statin: -44

Results for O=C(NCCc1cccnc1)C1CCC(=O)N(Cc2cccc(C(F)(F)F)c2)C1 (stereo not drawn) ?
PglD DTNB: -2; Cneo AK release: 0; PGC1a acetyl inh: 16; FN deposition inh: -12; F508del corr: 1.2; INS-1E GSIS act: -7; C2C12 statin: -2

How did Cc1noc(C)c1S(=O)(=O)N(C)C[C@@H]1OCCCC[C@H](C)Oc2ccc(NC(=O)C3CCCCC3)cc2C(=O)N([C@@H](C)CO)C[C@H]1C do in these assays?
miR122 inh: 1[16.7 µM]; PglD DTNB: 0; Cneo AK release: 1; PGC1a acetyl inh: -6; F508del corr: 0.5; INS-1E GSIS act: -7; C2C12 statin: -26

What do the screens show for `COC(=O)C1C2CCC(C2)C1C(=O)OCC(=O)c1ccc(C)cc1` (stereo not drawn)?
miR122 inh: 5; PglD DTNB: -4; Cneo AK release: -1; PGC1a acetyl inh: -11; FN deposition inh: -33; C2C12 statin: -24

What do the screens show for `CC[C@@]1(C(=O)OC)N[C@H](CN(C)S(=O)(=O)c2ccc(-c3ccccc3)cc2)[C@@H]2C(=O)N(C)C(=O)[C@@H]21`?
miR122 inh: 5; PglD DTNB: 9; Cneo AK release: 1; PGC1a acetyl inh: -12; FN deposition inh: 6; F508del corr: -3.2; INS-1E GSIS act: -3; C2C12 statin: -1

How did CC(=O)c1ccc(S(=O)(=O)N2CCC3(CC2)CC(=O)c2ccccc2O3)cc1 do in these assays?
miR122 inh: -13; PglD DTNB: -4; Cneo AK release: 2; PGC1a acetyl inh: -1; FN deposition inh: 0; F508del corr: 0.9; INS-1E GSIS act: -7; C2C12 statin: 5

What do the screens show for `Cc1ccc(S(=O)(=O)NC(=O)C2(C)CCN2C(=O)C2CC2)cc1` (stereo not drawn)?
miR122 inh: -2; PglD DTNB: 10; Cneo AK release: 0; PGC1a acetyl inh: -14; FN deposition inh: -1; F508del corr: 1.0; INS-1E GSIS act: 6; C2C12 statin: 0

Results for O=C(NCc1ccc(F)cc1)c1cc(-c2ccccn2)nc2ccc(S(=O)(=O)N3CCOCC3)cc12 ?
miR122 inh: -1; PglD DTNB: 2; Cneo AK release: 3; PGC1a acetyl inh: 3; FN deposition inh: -7; F508del corr: -0.8; C2C12 statin: -6

How did O=C(Nc1ccc2c(c1)OCO2)Oc1ccccc1 do in these assays?
PglD DTNB: 2; Cneo AK release: -5; PGC1a acetyl inh: 1; FN deposition inh: 6; INS-1E GSIS act: 26; C2C12 statin: 7

What do the screens show for `Cc1cccc(NS(=O)(=O)c2cccc3cccnc23)n1`?
miR122 inh: 49; PglD DTNB: -3; Cneo AK release: 4; PGC1a acetyl inh: 4; FN deposition inh: -3; F508del corr: 2.8; INS-1E GSIS act: 11; C2C12 statin: -15

What do the screens show for `CN1CCN(C(=O)C[C@H]2CC[C@@H]3[C@H](COC[C@@H](O)CN3Cc3ccc4c(c3)OCO4)O2)CC1`?
miR122 inh: 2[16.7 µM]; PglD DTNB: -2; Cneo AK release: -2; PGC1a acetyl inh: -2; FN deposition inh: -2; F508del corr: -1.1; INS-1E GSIS act: 12; C2C12 statin: 12

What do the screens show for `Cc1cccc(NC(=O)Nc2ccc3c(c2)N(C)C(=O)CS3)n1`?
miR122 inh: -11; PglD DTNB: 2; Cneo AK release: 0; PGC1a acetyl inh: -6; F508del corr: 0.1; INS-1E GSIS act: -1; C2C12 statin: 16

What do the screens show for `CC1(C)CC(=O)c2c(nn(-c3ccccc3)c2N)C1`?
miR122 inh: -4; PglD DTNB: 0; Cneo AK release: 0; PGC1a acetyl inh: 5; FN deposition inh: 1; C2C12 statin: -12

Results for Cc1noc(C)c1S(=O)(=O)Nc1ccc2c(c1)C(=O)N([C@H](C)CO)C[C@@H](C)[C@@H](CN(C)S(=O)(=O)c1cccs1)OCCCC[C@H](C)O2 ?
miR122 inh: 8[16.7 µM]; PglD DTNB: -1; Cneo AK release: 58; PGC1a acetyl inh: inconclusive; FN deposition inh: -9; F508del corr: -4.1; INS-1E GSIS act: -18; C2C12 statin: -18

Results for CCOC(=O)c1ccccc1NC(=O)C1=COCCO1 ?
miR122 inh: -1; PglD DTNB: 0; Cneo AK release: 3; FN deposition inh: 5; F508del corr: 1.5; INS-1E GSIS act: 22; C2C12 statin: 12

How did C[C@@H]1CN([C@H](C)CO)C(=O)c2cc(NC(=O)C3CCCCC3)ccc2O[C@H]1CN(C)Cc1ccc(-c2ccccc2)cc1 do in these assays?
miR122 inh: -1[16.7 µM]; PglD DTNB: -5; Cneo AK release: 62; PGC1a acetyl inh: -15; FN deposition inh: 13; F508del corr: -1.5; INS-1E GSIS act: -4; C2C12 statin: inconclusive

What do the screens show for `CS(=O)(=O)N1CCN(C(=O)c2cc(-c3cccnc3)nc3ccc(Cl)cc23)CC1`?
PGC1a acetyl inh: 6; FN deposition inh: -2; F508del corr: 2.4; INS-1E GSIS act: -12

Results for CC(C)OC(=O)CCC(=O)Nc1ccc(F)cc1 ?
miR122 inh: -11; PglD DTNB: 1; Cneo AK release: 1; FN deposition inh: -11; F508del corr: -1.0; INS-1E GSIS act: -4; C2C12 statin: 9

Results for COc1ccccc1NC(=O)Nc1ccc2c(c1)C(=O)N(C)C[C@H](OC)[C@H](C)CN[C@@H](C)CO2 ?
PglD DTNB: 2; Cneo AK release: -6; PGC1a acetyl inh: 6; F508del corr: 3.0; INS-1E GSIS act: 1; C2C12 statin: -8

Results for O=S(=O)(c1ccc(Br)s1)N1CCC(Cc2ccccc2)CC1 ?
miR122 inh: -4; PglD DTNB: 5; Cneo AK release: -1; PGC1a acetyl inh: -8; FN deposition inh: -25; C2C12 statin: -3

How did CC(C)[C@H](NC(=O)c1ccccc1)C(=O)OCc1nnc(-c2ccccc2)o1 do in these assays?
miR122 inh: -4; PGC1a acetyl inh: 2; FN deposition inh: 0; F508del corr: -2.4

Results for C[C@@H]1CN([C@H](C)CO)C(=O)Cc2cc(NC(=O)Cn3cnnn3)ccc2O[C@@H]1CN(C)CC1CC1 ?
miR122 inh: -1[16.7 µM]; PglD DTNB: -9; Cneo AK release: 2; PGC1a acetyl inh: 2; F508del corr: -1.3; INS-1E GSIS act: 29; C2C12 statin: -15

How did CC1COc2ccccc2N1C(=O)c1ccccc1Cl (stereo not drawn) do in these assays?
miR122 inh: 3; PglD DTNB: -1; Cneo AK release: 1; PGC1a acetyl inh: -10; FN deposition inh: -6; F508del corr: 2.3; INS-1E GSIS act: 26; C2C12 statin: -1

Results for CO[C@@H]1CN(C)C(=O)c2cc(NC(=O)c3cccc(F)c3)ccc2OC[C@@H](C)N(C)C[C@@H]1C ?
PglD DTNB: 6; Cneo AK release: -2; PGC1a acetyl inh: -1; FN deposition inh: 2; F508del corr: -2.1; INS-1E GSIS act: 17; C2C12 statin: -1

Results for N#Cc1cnc(Sc2ccccc2)nc1 ?
PGC1a acetyl inh: -1; FN deposition inh: -3; F508del corr: 1.7; INS-1E GSIS act: 8

How did COCCN(C(=O)Cc1ccc(OC)c(OC)c1)c1nc(-c2cc(OC)ccc2OC)cs1 do in these assays?
miR122 inh: 0; PglD DTNB: 1; Cneo AK release: -4; PGC1a acetyl inh: -4; FN deposition inh: 14; F508del corr: 1.7; INS-1E GSIS act: -4; C2C12 statin: 1

How did COc1cc2ccc(=O)oc2c(O[C@@H]2O[C@H](CO)[C@@H](O)[C@H](O)[C@H]2O)c1O do in these assays?
miR122 inh: 1; PglD DTNB: 3&-12; Cneo AK release: 0&-3; PGC1a acetyl inh: -10; FN deposition inh: 0&2; F508del corr: 3.3&0.0; INS-1E GSIS act: 8&13; C2C12 statin: -5&-9

What do the screens show for `O=C(N[C@@H]1CC[C@@H](CCNC(=O)C2CC2)O[C@@H]1CO)c1ccncc1`?
PglD DTNB: 1; Cneo AK release: 28; PGC1a acetyl inh: 12; F508del corr: 0.7; INS-1E GSIS act: -5; C2C12 statin: 2

How did CCN(C[C@H]1N[C@@H](CO)[C@@H]1c1ccc(-c2ccc(F)cc2)cc1)C(=O)COC do in these assays?
miR122 inh: -8[16.7 µM]; PglD DTNB: 4; Cneo AK release: 4; PGC1a acetyl inh: -2; FN deposition inh: -1; F508del corr: -8.2; INS-1E GSIS act: -5; C2C12 statin: -23

Results for O=c1ccccn1Cc1c(Cl)cccc1Cl ?
miR122 inh: 2; PglD DTNB: 0; Cneo AK release: 3; PGC1a acetyl inh: 0; F508del corr: -1.6; INS-1E GSIS act: 0; C2C12 statin: 28

Results for CCCC1=NN2C(=N)/C(=C\c3cc(C)n(Cc4ccccc4)c3C)C(=O)N=C2S1 ?
miR122 inh: 9; PglD DTNB: -3; Cneo AK release: 0; PGC1a acetyl inh: 12; FN deposition inh: 0; F508del corr: -1.2; INS-1E GSIS act: 7

Results for CCN(C(=O)COC(=O)c1c(C)nn(-c2ccccc2)c1C)C1CCS(=O)(=O)C1 (stereo not drawn) ?
miR122 inh: -2; PGC1a acetyl inh: -6; FN deposition inh: 2; F508del corr: -1.3; INS-1E GSIS act: 4

Results for Cc1cccc(C)c1-n1c(C)cc(/C=C2\NC(=O)NC2=O)c1C ?
miR122 inh: -6; PglD DTNB: -4; Cneo AK release: 4; PGC1a acetyl inh: 16; C2C12 statin: 3

What do the screens show for `COc1ccc2c(COC(=O)CNS(=O)(=O)c3ccccc3)cc(=O)oc2c1`?
miR122 inh: -9; PglD DTNB: 5; Cneo AK release: -2; PGC1a acetyl inh: -1; FN deposition inh: -1; F508del corr: -0.1; INS-1E GSIS act: -42; C2C12 statin: 9

What do the screens show for `CCCC#Cc1ccc2c(c1)[C@H]1[C@H](CCN1C(=O)C1CC1)[C@H](CO)N2`?
PGC1a acetyl inh: -2; FN deposition inh: 3; F508del corr: -1.5; INS-1E GSIS act: -11

Three entries out of the list, arranged by SMILES length, smallest number first:
Results for O=c1ccccn1Cc1c(Cl)cccc1Cl ?
miR122 inh: 2; PglD DTNB: 0; Cneo AK release: 3; PGC1a acetyl inh: 0; F508del corr: -1.6; INS-1E GSIS act: 0; C2C12 statin: 28

Results for CCCC1=NN2C(=N)/C(=C\c3cc(C)n(Cc4ccccc4)c3C)C(=O)N=C2S1 ?
miR122 inh: 9; PglD DTNB: -3; Cneo AK release: 0; PGC1a acetyl inh: 12; FN deposition inh: 0; F508del corr: -1.2; INS-1E GSIS act: 7

Results for CO[C@@H]1CN(C)C(=O)c2cc(NC(=O)c3cccc(F)c3)ccc2OC[C@@H](C)N(C)C[C@@H]1C ?
PglD DTNB: 6; Cneo AK release: -2; PGC1a acetyl inh: -1; FN deposition inh: 2; F508del corr: -2.1; INS-1E GSIS act: 17; C2C12 statin: -1

This is a random part of the collection, and some 2.1% of all compounds hit somewhere here.
